KOR beta-arrestin-1 – kappa opioid receptor blockers – cell-based, luminescence, uHTS (AID 1778); KOR beta-arrestin recruitment, luminescence, antagonist mode; higher % means a stronger effect; actives 0.091% (n = 290,000); inhibition, % at 10 µM, or IC50 in µM where a hit was titrated; further: strong numbers were not always called active
NOD1 inhibition – inhibition of NOD1-driven NF-kB reporter – cell-based, luminescence, uHTS, primary screen (AID 1578); NOD1-driven NF-kB luciferase reporter cells, luminescence; higher % means a stronger effect; actives 1% (n = 290,000); one-dose inhibition, % at 4 µM; EC50 in µM for titrated hits; in the data active means inhibition mostly above about 36%, no sharp cut-off; inactive means mostly below about 34%;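 further: HEK-293T reporter cells stimulated with the NOD1 agonist gamma-tri-DAP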
HIV peptide binding – inhibitors of HIV fusion peptide binding, primary screen, biochemical, uHTS, fluorescence dequenching (AID 1986) | cell-free peptide binding, fluorescence dequenching, 30 min; higher % means a stronger effect | inhibition, % at 20 µM, or IC50 in µM where a hit was titrated | actives 0.3% (n = 290,000); in the data active means inhibition mostly above about 52%, no sharp cut-off; inactive means mostly below about 76%; further: some results filed as inactive read as strong as hits
MgcRacGAP inhibition – MgcRacGAP GTPase-activating activity inhibitors, confirmation, biochemical, ADP Hunter fluorescence; inhibition, % at 30 µM, or IC50 in µM where a hit was titrated; actives 0.6% (n = 340,000); MgcRacGAP-stimulated Rac1 GTP hydrolysis, ADP Hunter fluorescence; higher % means a stronger effect; GST-tagged Rac1 F28L mutant substrate;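 active means first-screen hits whose inhibition reached a set limit at any dose in the follow-up dose series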;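 further: fluorescence reports GDP produced by GAP-driven GTP hydrolysis; strong numbers were not always called active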
GPR55 beta-arrestin – selective activators of receptor GPR55 – imaging, U2OS cells, beta-arrestin-GFP redistribution, primary screen (AID 1961); one-dose activation, % at 10 µM; EC50 in µM for titrated hits; actives 0.048% (n = 290,000); U2OS GPR55 beta-arrestin-GFP redistribution imaging; higher % means a stronger effect;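 active means activation above 40% with more than 50 cells counted in the well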;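 further: U2OS osteosarcoma cells stably expressing GPR55 and beta-arrestin-GFP; plate controls were DMSO negative control for no effect and LPI positive control for full effect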
HEK293 NOD2/NF-kB – NOD2 signaling inhibitors, cell-based, luminescence, uHTS, HEK293 (AID 1566); HEK293 NOD2/NF-kB luciferase reporter, luminescence; higher % means a stronger effect; inhibition, % at 4 µM; hits with a dose series show EC50 in µM; actives 0.63% (n = 290,000); further: many of its hits are not listed in these tables
GPR55 LPI antagonism – GPR55 antagonists blocking LPI-driven arrestin recruitment, primary screen, imaging, U2OS, beta-arrestin-GFP, LPI agonist (AID 2013); inhibition, % at 10 µM, or IC50 in µM where a hit was titrated; actives 0.13% (n = 290,000); U2OS GPR55 beta-arrestin-GFP translocation imaging, LPI antagonism; higher % means a stronger effect;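 active means spots per cell inhibited over 60%, with over 100 cells counted and total cytoplasm intensity under 500,000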;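 further: U2OS cells stably carrying GPR55 and arrestin-GFP stimulated by 5 µM LPI near EC80; imaged beta-arrestin-GFP aggregate spots per cell after agonist stimulation; plate controls were LPI-stimulated DMSO wells for no effect and DMSO wells without LPI for full effect; some results filed as inactive read as strong as hits; confirmed hits need IC50 under 10 µM and bright autofluorescent wells are also inconclusive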
SV40 large T antigen – SV40 large T antigen inhibitors, biochemical (AID 1903); actives 0.39% (n = 310,000); SV40 large T antigen ATPase/helicase inhibition assay; higher % means a stronger effect; inhibition, % at 20 µM; hits with a dose series show IC50 in µM; in the data active means a potency from the dose series; further: strong numbers were not always called active
KOR beta-arrestin-2 – KOR agonists, beta-arrestin recruitment, primary screen, cell-based, luminescence, uHTS (AID 1777); KOR beta-arrestin recruitment, luminescence; higher % means a stronger effect; activation, % at 10 µM; hits with a dose series show EC50 in µM; actives 0.02% (n = 280,000); in the data active means activation above about 50%, passing the limit was not always enough; further: a part of the inactive calls stands beside numbers as strong as those of hits
An asterisk follows results filed as active; x = no result given; [ ] = another dose, or the depositor's remark. Unless noted, no stated cut-off is given here; in the data, active means inhibition above about 50%; inactive means the rest. An excerpt (hit frequency here may not be typical).

SMILES	KOR beta-arrestin-1	NOD1 inhibition	HIV peptide binding	MgcRacGAP inhibition	GPR55 beta-arrestin	HEK293 NOD2/NF-kB	GPR55 LPI antagonism	SV40 large T antigen	KOR beta-arrestin-2
C[C@H](N=C1NS(=O)(=O)c2ccccc21)C(=O)OCc1cc([N+](=O)[O-])cc2c1OCOC2	-3%	-4%	1.4%	-5%	0.0%	1%	3%	9%	4.4%
Oc1[nH]c2ccccc2c1/C=N/N1CCCCC1	-25%	-20%	-2.3%	11%	-0.1%	1%	17%	1%	0.3%
CC(Cl)C(=O)Nc1ncc(C(F)(F)F)cc1Cl (stereo not drawn)	-28%	-12%	0.0%	13%	0.0%	-13%	-13%	4%	-1.3%
O=C(NNS(=O)(=O)c1ccccc1)c1ccc(O)cc1	7%	27%	-2.6%	9%	-0.2%	-4%	12%	14%	2.7%
C/C(CC(=O)Nc1cc(Cl)ccc1Cl)=N\NC(=O)COc1cccc(C)c1	-4%	-19%	0.1%	11%	0.5%	5%	4%	5%	2.0%
COc1ccc(NC(=O)C2Cc3ccccc3C(=O)O2)cc1 (stereo not drawn)	34%	-2%	-1.0%	7%	1.4%	6%	11%	x	-4.7%
COc1ccc(OCCN(C)CC(=O)Nc2ccccc2SC)cc1	-29%	42%	-0.7%	3%	-0.1%	8%	-2%	-7%	5.2%
COc1ccc(CC(=O)Nc2c(C(N)=O)oc3ccccc23)cc1OC	-18%	29%	0.1%	-1%	-0.3%	5%	-29%	6%	4.2%
CCOc1ccc(/C=N/NC(=O)Nc2ccccc2)cc1	-339%[20 µM]	-18%	-1.0%	11%	-0.2%	-175%	2%	22%	x
O=C(Cn1c(=O)sc2ccccc21)Nc1ccc(S(=O)(=O)N2CCCCC2)cc1	8%	-8%	1.8%	5%	-0.3%	-3%	-19%	10%	11%
Cc1cccc(N2CCN(C(=O)N3CCOCC3)CC2)c1C	30%[20 µM]	-6%	0.0%	5%	-0.1%	-2%	0%	3%	x
Cc1ccccc1OC(C)C(=O)N1CCN(c2ccccn2)CC1 (stereo not drawn)	25%	-18%	0.1%	3%	0.3%	1%	7%	11%	-0.5%
O=C(CSCc1nc2ccccc2[nH]1)Nc1ccccc1	-6%	-26%	-0.2%	7%	-0.3%	11%	20%	9%	-0.4%
C[C@@H]1Cc2c(O)c(O)cc(O)c2C(=O)O1	50%	1%	27%	-53%	0.0%	-14%	-8%	5%	5.4%
CCOc1ccc(C(=O)CCC(=O)NC(C)C(=O)OC)cc1 (stereo not drawn)	-10%	-40%	0.9%	5%	-0.3%	16%	8%	4%	-1.6%
CC(=O)N1CCC(=NNc2ccc(S(N)(=O)=O)cc2[N+](=O)[O-])CC1	23%	-1%	0.0%	4%	-0.2%	23%	7%	6%	2.6%
O=C(Nc1ccc(Cl)cc1Cl)C1=Cc2ccccc2OC1	2%	-74%	0.6%	13%	-0.1%	-126%	7%	-2%	1.9%
CCn1c(SCC(=O)NC)nnc1C(C)C	11%	-18%	-0.7%	11%	0.0%	-3%	16%	5%	-8.3%
CC(=C/C(=O)O)/C(=C\c1ccc(Br)o1)C(=O)O	20%	-9%	-1.3%	11%	-0.1%	29%	13%	17%	4.8%
COc1cccc(NC(=O)c2ccc(NC(=O)C(C)(C)C)cc2)c1	11%	-63%	5.0%	11%	-0.1%	-72%	-1%	4%	-0.3%
COc1ccc(C(=O)NC23CC4CC(CC(C4)C2)C3)cc1OC	-23%[20 µM]	-10%	-1.0%	13%	1.6%	16%	-17%	0%	-1.6%
CCOc1ccc(NC(=O)CSc2nc(C)c3c(c2C#N)CCCC3)cc1	10%	2%	1.0%	2%	0.2%	1%	21%	4%	4.9%
O=C(COC(=O)c1ccc(F)cc1)Nc1ccc(Cl)cn1	-2%	3%	1.2%	8%	-0.2%	19%	14%	13%	0.1%
COC(=O)c1scc(C)c1NC(=O)c1ccc(Cl)cc1	0%	-13%	-0.6%	7%	-0.1%	-1%	8%	5%	0.0%
O=C(NCCCn1ccnc1)c1ccc(Cl)c(S(=O)(=O)N2CCOCC2)c1	-6%	-5%	-0.2%	0%	-0.1%	5%	2%	3%	-1.9%
CCCCN(CCCC)S(=O)(=O)c1ccc(C(=O)Nc2nnc(COC)o2)cc1	18%	52%	27%	10%	-0.1%	28%	2%	2%	6.1%
COc1ccc(C(=O)NC2CCCCCC2)cc1S(=O)(=O)N1CCCC1	8%	-22%	-0.2%	7%	0.4%	27%	9%	7%	-1.0%
Cc1csc(NC(=O)C2CCCN(S(=O)(=O)c3ccc(Br)s3)C2)n1 (stereo not drawn)	-14%	13%	0.3%	6%	-0.1%	3%	4%	20%	1.8%
COc1cc(C(=O)Nc2nncs2)cc(OC)c1OC	16%	12%	1.8%	9%	1.0%	18%	8%	5%	-7.6%
CCOc1ccccc1N(CC(=O)N1CCOCC1)S(=O)(=O)c1ccccc1	11%	-25%	-0.5%	6%	0.2%	7%	11%	9%	-1.9%
CCNc1nc(N2CCCCC2)nc(-n2nnc(C(=O)OCC)c2C)n1	42%	x	1.1%	6%	-0.1%	19%	-10%	-1%	1.0%
COc1cc(CCC(=O)Nc2cc(Cl)ccc2N2CCN(C)CC2)cc(OC)c1OC	-18%	-14%	-2.9%	5%	-0.1%	6%	3%	-24%	-1.7%
Cn1ncc2c1ncn1nc(CCc3ccccc3)nc21	4%	2%	-2.5%	-2%	-0.3%	-99%	-1%	0%	0.4%
COc1ccc(C(=O)N/N=C(\C)CC(=O)Nc2ccc3c(c2)OCCO3)c(OC)c1	-12%	-11%	0.1%	8%	0.0%	12%	26%	2%	-1.3%
O=C(Nc1nonc1NC(=O)C1CCCCC1)C1CCCCC1	27%	4%	-2.0%	4%	-0.3%	-28%	9%	27%	-3.6%
Cc1cc(C)n(-c2ccc(C(=O)N3CCC(CO)(Cc4ccccc4)CC3)cc2)n1	-2%[20 µM]	2%	-0.5%	3%	0.3%	12%	12%	23%	-1.1%
CCN(CC)CCOC(=O)c1ccc(N/C=C(/C#N)c2nc(-c3cccc(OC)c3)cs2)cc1	7%	-6%	19%	x	-0.1%	-18%	-8%	-5%	0.6%
COc1ccccc1NS(=O)(=O)c1ccc(OC)c(OC)c1	22%	-2%	15%	12%	-0.1%	12%	6%	7%	1.2%
CCOC(=O)c1ccc(P(=O)(c2ccccc2)c2ccccc2)cc1	-27%[20 µM]	-32%	-1.6%	8%	0.0%	6%	-1%	31%	-1.1%
O=C(O)c1cnc(-c2ccccc2)nc1Sc1ccc(Cl)cc1	24%	52%	55%	6%	-0.1%	6%	-8%	12%	-1.7%
Cc1ccc(S(=O)(=O)c2cc3ccccc3oc2=Nc2ccc3c(c2)OCO3)cc1	-28%	x	-4.2%	3%	0.4%	-6%	-14%	4%	3.2%
O=C(N/N=C/C=C/c1ccccc1[N+](=O)[O-])c1cc(-c2cccnc2)nc2ccccc12	-17%	11%	-1.5%	11%	1.5%	-15%	5%	4%	-6.0%
CNC(=O)C12CCC(C)(c3nc4cc(C)c(C)cc4nc31)C2(C)C (stereo not drawn)	-29%	-12%	-1.2%	8%	-0.1%	11%	10%	9%	-1.7%
COc1ccc(OC)c(-n2c(=S)[nH]c3cc(C(=O)NCCCN4CCCC4=O)ccc3c2=O)c1	28%	-3%	1.3%	x	-0.4%	4%	8%	0%	-5.7%
COc1ccc(CCN(C)Cc2cccc3ccccc23)cc1OC	11%[20 µM]	-16%	-1.3%	9%	1.0%	8%	11%	10%	-6.4%
CCOc1ccccc1/C=C(\C#N)C1=CCCC1	2%	-48%	1.4%	6%	0.8%	-16%	3%	27%	-0.8%
O=C(CN1CCCC1)Nc1ccccc1C(=O)c1ccccc1	23%	-18%	-0.9%	11%	0.6%	-16%	-8%	4%	0.3%
CSc1c(-c2ccccc2)nc2ccc(Cl)cc2c1C(=O)O	-5%	4%	-0.4%	0%	-0.1%	25%	-5%	1%	-1.3%
CCOC(=O)C1CCN(S(=O)(=O)c2ccc3c(c2)CC(=O)N3)CC1	-20%[20 µM]	-24%	-0.2%	6%	1.5%	23%	5%	-5%	-2.0%
Cc1cc(C(=O)Nc2ccc(N3CCCCC3)cc2)no1	2%	-18%	-0.5%	4%	-0.1%	-126%	12%	17%	2.6%
c1ccc2sc(Nc3nc4cc5c(cc4s3)OCO5)nc2c1	-33%	42%	1.3%	6%	0.2%	-189%	-10%	-1%	0.0%
O=C(Nc1ccc2c(c1)OCO2)C1CC(c2ccccc2Cl)=NO1 (stereo not drawn)	9%	-14%	-3.0%	17%	-0.1%	-2%	-5%	5%	-2.3%
NC(CC(=O)O)c1cccc(OCc2ccccc2)c1 (stereo not drawn)	-7%	9%	-1.0%	8%	-0.1%	12%	5%	9%	2.7%
O=C(Cn1cc2c(n1)CCCC2)NCc1ccccn1	16%	-23%	-1.2%	-3%	0.3%	2%	2%	4%	-0.4%
O=C(c1cccc([N+](=O)[O-])c1)N1CCc2ccccc21	-16%[20 µM]	-45%	1.0%	8%	0.3%	-14%	-16%	5%	-0.8%
Cc1ccnc(NC(=O)Cn2c(=O)oc3cc(S(=O)(=O)N4CCCC4)ccc32)c1	-35%[20 µM]	-4%	0.2%	6%	-0.1%	15%	10%	x	-3.5%
COc1ccc(-n2nc(C(=O)NCC(=O)NCCN(C)C)c3ccccc3c2=O)c(OC)c1	-5%	-4%	-1.4%	9%	0.0%	12%	6%	5%	-3.5%
Cc1nn(C)cc1C(N)=O	-27%	-6%	0.2%	4%	-0.2%	-17%	6%	0%	4.5%
CCOc1ccc(CN2C(=O)CCC2(C)C(=O)NCc2cccnc2)cc1 (stereo not drawn)	-5%	2%	-0.6%	2%	0.2%	3%	9%	13%	-2.3%
COc1ccc(C=O)cc1CSc1ccccn1	-22%	1%	1.5%	2%	-0.2%	-12%	-19%	13%	-3.3%

Remaining list, next part.
SMILES	KOR beta-arrestin-1	NOD1 inhibition	HIV peptide binding	MgcRacGAP inhibition	GPR55 beta-arrestin	HEK293 NOD2/NF-kB	GPR55 LPI antagonism	SV40 large T antigen	KOR beta-arrestin-2
CCc1ccc(NC(=O)C2CCCCC2C(=O)O)cc1 (stereo not drawn)	-3%	-14%	1.0%	-3%	0.1%	-4%	8%	4%	-0.7%
COc1ccc(/C=C/C(=O)c2cc3cccc(OC)c3oc2=O)cc1	-8%	15%	5.6%	7%	-0.1%	-13%	5%	19%	-2.8%
O=C(O)CN1C(=O)SC(Nc2ccc(Cl)cc2)C1=O (stereo not drawn)	-2%	-48%	6.7%	7%	-0.1%	-14%	-1%	4%	-2.9%
O=C(Oc1cccc(-n2cnnn2)c1)c1ccccc1Cl	-24%[20 µM]	-46%	0.6%	0%	0.0%	7%	-3%	28%	-1.0%

High-throughput results as filed in PubChem BioAssay.
